Salmonella PhoP GFP: PhoP regulon inhibitors, Salmonella typhi PhoP promoter GFP reporter, confirmatory (AID 1850) | Salmonella Typhi PhoP-promoter GFP reporter, fluorescence, 4 h; higher % means a stronger effect | inhibition, % at 50 µM; hits with a dose series show IC50 in µM | 310,000 tested, 0.33% active; in the data active = a potency from the dose series; inconclusive = inhibition mostly from about 25% at the one dose, without a potency; inactive = the rest, 99 in 100 with inhibition below about 19%;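 also: 0% = induced wells with vehicle and 100% = uninduced wells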
VEEV TC-83 Vero: inhibitors of VEEV TC-83 cytopathic effect, confirmation, Vero cells (AID 588727); inhibition, % at 20 µM, or IC50 in µM where a hit was titrated; Vero cells, VEEV TC-83 cytopathic effect inhibition; higher % means a stronger effect; 350,000 tested, 0.13% active; in the data active = a potency from the dose series; inconclusive = inhibition mostly from about 14% at the one dose, without a potency; inactive = the rest, 99 in 100 with inhibition below about 12%; also: strong numbers were not always called active
H1N1 NS1A inhibition: H1N1 influenza NS1A inhibitors, functional cell based assay (AID 504329); NS1A functional cell-based assay, percent inhibition; higher % means a stronger effect; one-dose inhibition, % at 12.5 µM; IC50 in µM for titrated hits; 340,000 tested, 0.3% active; in the data active = a potency from the dose series; inconclusive = inhibition above about 27% without an active follow-up result; also: strong numbers were not always called active
tuberculosis growth: growth inhibition of non-replicating M. tuberculosis (AID 488890). one-dose inhibition, % at 25 µM; IC50 in µM for titrated hits. Mycobacterium tuberculosis non-replicating, growth inhibition; higher % means a stronger effect. 320,000 tested, 0.39% active; in the data active = a potency from the dose series; inconclusive = inhibition mostly from about 82% at the one dose, without a potency; inactive = the rest, 99 in 100 with inhibition below about 76%;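 also: plate controls were DMSO cells for no effect and high antibiotic wells for full effect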
M. tuberculosis HTS: M. tuberculosis growth inhibition, HTS (AID 449762); M. tuberculosis H37Rv growth inhibition, 7H9 media; higher % means a stronger effect; inhibition, % at 25 µM, or IC50 in µM where a hit was titrated; 330,000 tested, 0.59% active; in the data active = a potency from the dose series; inconclusive = inhibition above about 70% without an active follow-up result;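 also: bacterial growth assessed after seven days of incubation; strong numbers were not always called active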
VEEV TC-83 Vero 10K pilot screen: recorded beside VEEV TC-83 Vero, whose call it bears; inhibition, %; measured here: 10K pilot screen inhibition
An asterisk follows results filed as active; i = inactive; ? = inconclusive; nt = no result given.

SMILES | Salmonella PhoP GFP | VEEV TC-83 Vero | H1N1 NS1A inhibition | tuberculosis growth | M. tuberculosis HTS | others
Cn1c2c(c(=O)n(C)c1=O)CN(CCCN1CCOCC1)CN2 | 0% | 0.6% | 1% | 7% | -21%
CSc1ccccc1NC(=O)C(=O)c1c[nH]c2ccccc12 | 6% | 9.1% | -1% | 8% | -9%
COc1ccc(CN2C(=O)c3cccnc3C2=O)cc1S(=O)(=O)N1CCCCC1 | -7% | 0.6% | -1% | -7% | -6%
O=C(Nc1nc(-c2cc(F)ccc2F)cs1)c1cccc(N2C(=O)CCC2=O)c1 | -2% | 9.6% | -1% | 6% | 0%
COC(=O)c1ccccc1NC(=O)CSc1nc(N)cc(=O)[nH]1 | 4% | i | -12% | 11% | 2%
CCn1c(=O)c(C(=O)Nc2ccsc2C(=O)OC)c(O)c2ccccc21 | -3% | nt | nt | -4% | 1%
O=C(c1cnn(C(=O)COc2ccc(Cl)cc2)c1)c1ccccc1O | -7% | 0.8% | -1% | 71% | -1%
O=C(NC1CCCC1)c1ccc(Cl)c(S(=O)(=O)N2CCCCC2)c1 | -2% | 0.4% | 9% | -6% | -3%
COc1ccc(/C=C/C(=O)Nc2cccc(C(C)=O)c2)cc1 | -1% | 0.4% | -7% | 62% | 2% | VEEV TC-83 Vero 10K pilot screen=2.9
COc1ccc(S(=O)(=O)N2CCOCC2)cc1NC(=O)CSc1nnc(NC2CC2)s1 | nt | 3.2% | -27% | -6% | 4%
O=C(COc1ccc(Br)cc1)N1CCNC1=O | -3% | 2.8% | -3% | 5% | 2%
Cc1cccc(N2CCN(C(=O)c3ccc4c(c3)NC(=O)C(CSCc3cccc(F)c3)N4)CC2C)c1 (stereo not given) | 4% | 2.6% | 5% | 47% | 1%
CC(OC(=O)CCC(=O)c1cccs1)C(=O)NC1CCCCC1C (stereo not given) | nt | 0.4% | -6% | -20% | 3%
CC1(NC(=O)Cc2c(Cl)cccc2Cl)CCS(=O)(=O)C1 (stereo not given) | nt | 0.7% | -16% | -1% | 0%
Cc1ccccc1NS(=O)(=O)c1ccc2[nH]cc(C(=O)N(C)Cc3ccco3)c(=O)c2c1 | 5% | i | -7% | 8% | 4%
COc1cccc(CNS(=O)(=O)c2cc3c(cc2C)NC(=O)CO3)c1 | -2% | 0.9% | -2% | 7% | 1%
CC[C@@H]1C(c2cccc(C)c2)=NN(c2ccccc2)[C@H]1C(=O)N1CCOC1=O | nt | 1.7% | -27% | nt | nt
Cc1cc(C)c(S(=O)(=O)c2cc(F)ccc2C)c(Cl)n1 | 3% | i | 8% | 17% | 6%
COC(=O)C(CCSC)NC(=O)C12CC3CC(CC(C3)C1)C2 (stereo not given) | -8% | 0.4% | -2% | 3% | -3%
Nc1nc(SCC(=O)O)[nH]c(=O)c1NC(=O)c1ccco1 | 2% | 2.2% | -3% | -10% | -9%

Molecules listed so far containing a thiophene ring, fused or not, in the order listed:
SMILES | Salmonella PhoP GFP | VEEV TC-83 Vero | H1N1 NS1A inhibition | tuberculosis growth | M. tuberculosis HTS | others
CCn1c(=O)c(C(=O)Nc2ccsc2C(=O)OC)c(O)c2ccccc21 | -3% | nt | nt | -4% | 1%
CC(OC(=O)CCC(=O)c1cccs1)C(=O)NC1CCCCC1C (stereo not given) | nt | 0.4% | -6% | -20% | 3%

Later entries
SMILES | Salmonella PhoP GFP | VEEV TC-83 Vero | H1N1 NS1A inhibition | tuberculosis growth | M. tuberculosis HTS | others
O=C(CN1C(=O)c2cccc3cccc1c23)Nc1ccccc1 | -11% | 0.3% | -5% | -7% | -10%
CCCn1c(C)cc(/C=C(\C#N)C(=O)OCC(=O)Nc2cc(OC)c(OC)c(OC)c2)c1C | -7% | 8.6% | 3% | 13% | -8%
O=C(NCc1ccccc1)c1ccc(CSc2ccccc2)o1 | 16% | 0.1% | -7% | 59% | 1%
O=C(CN1C(=O)NC2(CCCc3ccccc32)C1=O)NCc1ccco1 (stereo not given) | -8% | 0.8% | 3% | -3% | -9%
O=C(CCCc1nc2ccccc2s1)NNC(=O)CCN1CCN(Cc2ccccc2)CC1 | -4% | i | 6% | 9% | -6%
CC(C)c1ccccc1NC(=O)CN1C(=O)c2ccccc2C1=O | 1% | 1.8% | -18% | -3% | -6%
Cc1cccc(C)c1C(=NCCN(C)C)c1ccccc1 | -2% | i | 8% | -1% | 7%
O=C(OCc1nc2ccc(Cl)cc2n1CCO)c1ccccc1 | -2% | 2.6% | 2% | 24% | -3%
O=C(CC(=O)c1ccccc1)Nc1cccnc1 | 0% | i | 5% | -5% | -7%
Cc1ccc(O)c(NC(=O)C2CC(c3cccc(Br)c3)=NO2)c1 (stereo not given) | 1% | 3.2% | -9% | 10% | 63%
COCCC(=O)N1CCC(Oc2ccc(C(=O)NCc3ccon3)cc2)CC1 | -7% | i | -5% | -9% | -2%
CCn1ccnc1CNC(=O)CC1C(=O)NCCN1Cc1ccccc1F (stereo not given) | -12% | 0.1% | -7% | 1% | -7%
COC(=O)c1sc(N)c(C(=O)OC)c1COC(=O)CNS(=O)(=O)c1ccc(C)c(C)c1 | -12% | i | 2% | 24% | -7%
Cc1onc(-c2ccccc2)c1C(=O)N/N=C/c1ccc(O)c([N+](=O)[O-])c1 | -7% | 0.1% | -7% | 40% | 3%
CCCC(=O)Nc1ccc(Cl)c(NC(=O)c2cccnc2Cl)c1 | -5% | 5.0% | -23% | -2% | -5%
CCc1ccc(C(C)NC(=O)Cn2cnc3c(=O)n(C)c(=O)n(C)c32)cc1 (stereo not given) | -9% | i | 6% | 1% | 4%
O=c1oc2ccc(Cl)cc2nc1/C=C(\O)c1ccco1 | -30% | 0.8% | 1% | 79% | ?
O=C(COC(=O)CSc1ccc2ccccc2c1)NC1CCCC1 | -23% | 0.3% | 6% | 69% | 7%
O=C(/C=C/c1ccc(Cl)c(Cl)c1)Nc1cccnc1 | 12% | 0.3% | -16% | 20% | 1%
CC(=O)Oc1cc(O)c2c(=O)c(OC(C)=O)c(-c3ccc(OC(C)=O)c(OC(C)=O)c3)oc2c1 | 9% | 7.2% | 8% | -8% | 5%

Molecules from the list above that have a furan ring, fused or not (5):
SMILES | Salmonella PhoP GFP | VEEV TC-83 Vero | H1N1 NS1A inhibition | tuberculosis growth | M. tuberculosis HTS | others
Cc1ccccc1NS(=O)(=O)c1ccc2[nH]cc(C(=O)N(C)Cc3ccco3)c(=O)c2c1 | 5% | i | -7% | 8% | 4%
Nc1nc(SCC(=O)O)[nH]c(=O)c1NC(=O)c1ccco1 | 2% | 2.2% | -3% | -10% | -9%
O=C(NCc1ccccc1)c1ccc(CSc2ccccc2)o1 | 16% | 0.1% | -7% | 59% | 1%
O=C(CN1C(=O)NC2(CCCc3ccccc32)C1=O)NCc1ccco1 (stereo not given) | -8% | 0.8% | 3% | -3% | -9%
O=c1oc2ccc(Cl)cc2nc1/C=C(\O)c1ccco1 | -30% | 0.8% | 1% | 79% | ?

(list continues)
SMILES | Salmonella PhoP GFP | VEEV TC-83 Vero | H1N1 NS1A inhibition | tuberculosis growth | M. tuberculosis HTS | others
CCOC(=O)c1c(S(=O)(=O)NCC(=O)NCc2ccccc2)c(C)n(C)c1C | 0% | i | -26% | 0% | 5%
CC1(C)CC(NC(=O)C23CCC(C)(/C(=N/O)C2)C3(C)C)CC(C)(C)N1 (stereo not given) | 0% | i | 2% | 49% | -4%
CCc1cc2c(CN3CCN(CC)CC3)cc(=O)oc2cc1O | 14% | 2.7% | -8% | 0% | 5%
OCCNCc1cccc(OCc2ccccc2Cl)c1 | 8% | i | -17% | 52% | 2%
CC1(C)CC(C#N)(N2CCOCC2)CCO1 (stereo not given) | 7% | 1.6% | 6% | -12% | -1%
CCOC(=O)N1CCN(C(=O)c2cc(-c3ccc(F)cc3)[nH]c2C)CC1 | 0% | 6.5% | -1% | 9% | 4%
Cc1cc(/C=C2/SC(=S)N(c3ccc([N+](=O)[O-])cc3)C2=O)c(C)n1-c1cccnc1 | -3% | 0.4% | 3% | 12% | 7%
CCOC(=O)c1ccc(Nc2ncnc3ccc(C)cc23)cc1 | 7% | 2.9% | -3% | -2% | 5%
CCN(CC)CCCC(C)NC(=O)c1c(NC(=O)c2ccccc2)sc2c1CCCC2 (stereo not given) | 13% | 9.3% | -13% | 58% | 6%
COc1ccc(NC(=O)C(C/C=C(/C)Cl)C(C)=O)cc1 (stereo not given) | 3% | 0.3% | 3% | 2% | -2%
CCC(C)N1C(=O)/C(=C/c2c(NCCCOC(C)C)nc3c(C)cccn3c2=O)SC1=S (stereo not given) | -11% | i | 14% | 16% | 8%
O=C(O)c1cc(-c2cccs2)nc2ccc(Br)cc12 | -17% | 0.9% | -1% | 1% | -4%
CCOCC(O)CSCc1ccc(Cl)cc1 (stereo not given) | 1% | i | 1% | 77% | -10%
CCOC(=O)/C(=N\O)C1=NC(C)(C)Cc2ccccc21 | -15% | i | 15% | 0% | 6%
Cc1ccc(N(CC(=O)NC2CCCC2)C(=O)CCC(=O)Nc2nccs2)cc1C | 17% | 5.0% | 3% | -3% | -7%
Nc1ccc(Nc2ccc([N+](=O)[O-])cc2[N+](=O)[O-])cc1 | -2% | 0.6% | 17% | 61% | 4%
CN(C)c1ccc(C(=S)N2CCN(c3ccc([N+](=O)[O-])cc3)CC2)cc1 | 0% | 1.0% | 5% | 28% | -3%
CCCCOc1ccc(C(C)NC(=O)CCS(=O)(=O)Cc2ccc(Cl)cc2)cc1 (stereo not given) | -4% | 0.7% | 3% | 15% | 5%
O=C(CCCc1nc2ccccc2s1)N1CCN(c2ccccc2)CC1 | -6% | 3.9% | -3% | 27% | -5%
O=C1CC(=O)N(Cc2ccco2)C(=S)N1 | -9% | 0.1% | 10% | 18% | -2%
CCOc1ccccc1NC(=O)n1ncc2c(C)cccc21 | -6% | 0.3% | -8% | 5% | 5%
COc1cccc(/C=N/NC(=O)c2ccoc2C)c1O | 24% | ? | -1% | 1.9µM* | 0%
C/C(=N\NC(=O)CO/N=C(\C)c1cccs1)c1ccc(N)cc1 | -18% | 1.4% | -4% | 3% | 0%
COc1ccc(CCNC(=O)COc2cc(O)c3c(c2)OC(C)(C)CC3=O)cc1OC | -3% | 1.8% | 0% | 28% | -1%
CCc1cccc2c(C=C(C#N)C#N)cn(CC(=O)N3CCCCC3)c12 | -7% | i | -9% | 6% | -3%
O=C(NN=C1CCCCCC1)c1ccc(Cl)s1 | 1% | 4.1% | -1% | 55% | -8%
COc1ccc(NC(=O)N(C)C[C@H]2Oc3ccc(NC(=O)CCN4CCOCC4)cc3C(=O)N([C@H](C)CO)C[C@@H]2C)cc1 | nt | 2.2% | -11% | 6% | 5%
COc1cccc(N2CCN(C(=O)c3cn(Cc4ccccc4)nc3-c3cccnc3)CC2)c1 | nt | 2.7% | -1% | -1% | -1%
COc1cc(NC(=O)Nn2cnnc2)cc(OC)c1OC | 11% | i | -1% | 1% | -4%
Cc1[nH]c2ccccc2c1C1=CN2CCS(=O)(=O)N=C2S1 | -5% | 0.5% | -3% | 5% | 5%
O=C(CSc1nnc(SCc2cccc3ccccc23)s1)c1ccc2c(c1)OCO2 | -18% | i | -3% | 54% | -14%
CCOc1ccc(N2C(=O)CC(C(C)c3ccccc3)C2=O)cc1 (stereo not given) | -2% | 1.6% | 1% | -2% | 3%
O=C1NC(=O)C2C3c4ccccc4C(c4ccccc43)C12 (stereo not given) | -4% | i | -5% | 4% | 11%
COc1ccc(-c2nnc3n2CCCCC3)cc1 | 5% | i | 11% | -4% | -6%
CCc1nn(C(C)C(=O)NCCc2ccccc2)c(=O)c2cc3occc3n12 (stereo not given) | -18% | i | -4% | -13% | 8%
CCCN(CC1CC1)S(=O)(=O)c1ccc(S(N)(=O)=O)cc1 | 2% | 0.3% | -2% | -29% | -8%
O=c1c2ccccc2nnn1CSc1ncnc2ccccc12 | 4% | 1.9% | -1% | 9% | 8%
CCCN(CCC)C(=O)Cn1c(=O)c2sccc2n2c(=S)sc(-c3ccccc3)c12 | -20% | i | -4% | 3% | -1%
CCC1=C(c2cc(OC)c(OC)c(OC)c2)C2(CCCC2)C(=O)O1 | 14% | 1.2% | -12% | 10% | -5%
COc1ccc(CNC(=O)COC(=O)c2[nH]c(C)c(C(C)=O)c2C)cc1OC | nt | 2.2% | 0% | -1% | 9%
O=C(COC(=O)CCCSc1nc2ccccc2[nH]1)NC(=O)NC1CCCC1 | -5% | i | -28% | 15% | 4%
NC(=O)[C@@H]1CCCNc2c(I)cc([N+](=O)[O-])cc2C(=O)N[C@@H](CO)C(=O)N[C@@H](Cc2ccc(O)cc2)C(=O)N1 | -6% | i | -59% | 6% | -5%
O=C(N/N=C/c1ccc(O)cc1)NC12CC3CC(CC(C3)C1)C2 | 4% | 6.0% | 0% | 16% | 15%
